INS-1E rescue – protection of INS-1E cells from cytokine death, primary screen, ATP luminescence, single point | INS-1E cytokine-induced death, 48 h; normalised: neutral wells 0, positive control 100 | protection from cytokine-induced ATP loss, % at 10 µM | 0.1% of 20,000 active;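 active means mean replicate protection from cytokine-induced ATP loss at least 50% and at least 75% of replicates each reaching 50%; inconclusive means meets only one of the two criteria, mean or replicate share; inactive means fails both the mean and replicate share criteria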
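Assay system: INS-1E rat cells / Quantity: 8000 cells per well / Medium: RPMI without phenol red, 5% FBS / Probe or stimulus: three-cytokine cocktail (IFN-γ, TNF-α, IL-1β) / Dosing: one compound concentration, pin transfer / Timing: 48 h co-treatment, 10 min post-lysis read / Technique: CellTiter-Glo luminescence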
T cruzi HTS – inhibitors of intracellular Trypanosoma cruzi, primary screen, cell-based, plate reader, single point, set 2; 4.9% of 22,000 active; intracellular Trypanosoma cruzi in host cells; activity score (inhibition), % at 5.01 µM; AID 651903, 2012; in the data active means activity score above about 55%; inconclusive means no clear call, values can overlap the other calls;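 further: parasites and compound incubated about four days before reading; 0% = median of neutral control wells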
Starred values were filed as active, the others as inactive; ? = inconclusive; . = no result given. Compounds were not picked by outcome (roughly 5.3% active in at least one column).

SMILES	INS-1E rescue	T cruzi HTS
COc1ccc(CN(C)C[C@H]2Oc3c(NC(=O)c4ccc(-c5nccs5)cc4)cccc3C(=O)N([C@H](C)CO)C[C@@H]2C)cc1	-9	24
C[C@H]1CN([C@@H](C)CO)C(=O)c2cccc(NS(=O)(=O)c3ccccc3)c2O[C@@H]1CN(C)S(=O)(=O)c1ccc(Cl)cc1	4	1
C[C@H](CO)N1C[C@H](C)[C@H](CN(C)S(=O)(=O)c2ccc(Cl)cc2)Oc2ccc(N(C)C)cc2C1=O	-1	10
C[C@@H]1CN([C@H](C)CO)C(=O)c2cc(NC(=O)C3CC3)ccc2O[C@H]1CN(C)C(=O)Nc1ccc(C(F)(F)F)cc1	4	-7
C[C@H]1CN([C@@H](C)CO)C(=O)Cc2cc(N(C)C)ccc2O[C@@H]1CN(C)Cc1ccc(-c2ccccc2)cc1	-1	68*
C[C@@H]1CN([C@@H](C)CO)C(=O)Cc2cc(NS(=O)(=O)c3cccs3)ccc2O[C@@H]1CN(C)C(=O)Nc1ccc(C(F)(F)F)cc1	-9	-2
C[C@H](CO)N1C[C@H](C)[C@H](CN(C)C(=O)Nc2ccc3c(c2)OCO3)Oc2c(NS(=O)(=O)c3ccc(Cl)cc3)cccc2C1=O	2	21
Cc1noc(C)c1NC(=O)Nc1ccc2c(c1)C(=O)N([C@@H](C)CO)C[C@@H](C)[C@@H](CN(C)S(=O)(=O)c1cn(C)cn1)O2	-1	-10
CC(C)NC(=O)N(C)C[C@@H]1Oc2c(NC(=O)C3CCOCC3)cccc2C(=O)N([C@H](C)CO)C[C@@H]1C	5	-10
C[C@H]1CN([C@@H](C)CO)C(=O)Cc2cc(NS(=O)(=O)c3ccc(F)cc3)ccc2O[C@H]1CN(C)Cc1ccc(C(=O)O)cc1	0	-7

Nine of the compounds above, bar-delimited.
SMILES | INS-1E rescue | T cruzi HTS
COc1ccc(CN(C)C[C@H]2Oc3c(NC(=O)c4ccc(-c5nccs5)cc4)cccc3C(=O)N([C@H](C)CO)C[C@@H]2C)cc1 | -9 | 24
C[C@H]1CN([C@@H](C)CO)C(=O)c2cccc(NS(=O)(=O)c3ccccc3)c2O[C@@H]1CN(C)S(=O)(=O)c1ccc(Cl)cc1 | 4 | 1
C[C@H](CO)N1C[C@H](C)[C@H](CN(C)S(=O)(=O)c2ccc(Cl)cc2)Oc2ccc(N(C)C)cc2C1=O | -1 | 10
C[C@@H]1CN([C@H](C)CO)C(=O)c2cc(NC(=O)C3CC3)ccc2O[C@H]1CN(C)C(=O)Nc1ccc(C(F)(F)F)cc1 | 4 | -7
C[C@H]1CN([C@@H](C)CO)C(=O)Cc2cc(N(C)C)ccc2O[C@@H]1CN(C)Cc1ccc(-c2ccccc2)cc1 | -1 | 68*
C[C@@H]1CN([C@@H](C)CO)C(=O)Cc2cc(NS(=O)(=O)c3cccs3)ccc2O[C@@H]1CN(C)C(=O)Nc1ccc(C(F)(F)F)cc1 | -9 | -2
C[C@H](CO)N1C[C@H](C)[C@H](CN(C)C(=O)Nc2ccc3c(c2)OCO3)Oc2c(NS(=O)(=O)c3ccc(Cl)cc3)cccc2C1=O | 2 | 21
Cc1noc(C)c1NC(=O)Nc1ccc2c(c1)C(=O)N([C@@H](C)CO)C[C@@H](C)[C@@H](CN(C)S(=O)(=O)c1cn(C)cn1)O2 | -1 | -10
CC(C)NC(=O)N(C)C[C@@H]1Oc2c(NC(=O)C3CCOCC3)cccc2C(=O)N([C@H](C)CO)C[C@@H]1C | 5 | -10

(cont.)
SMILES	INS-1E rescue	T cruzi HTS
CC(C)NC(=O)N(C)C[C@@H]1Oc2ccc(NS(=O)(=O)c3ccc(Cl)cc3)cc2CC(=O)N([C@@H](C)CO)C[C@@H]1C	1	-8
C[C@H]1CN([C@@H](C)CO)C(=O)c2cccc(NC(=O)C3CC3)c2O[C@H]1CN(C)S(C)(=O)=O	16	-29
C[C@@H]1CN([C@H](C)CO)C(=O)c2cc(NC(=O)CCC(F)(F)F)ccc2O[C@@H]1CN(C)Cc1ccc(Cl)c(Cl)c1	-5	-3
O=C(NO)c1cccc(C(=O)N/N=C/c2ccc(Br)s2)c1	8	-12
CC(C)NC(=O)N(C)C[C@@H]1Oc2ccc(NS(=O)(=O)c3ccc(Cl)cc3)cc2C(=O)N([C@@H](C)CO)C[C@@H]1C	3	-20
COc1ccc(CN(C)C[C@@H]2Oc3ccc(NC(=O)CCC(F)(F)F)cc3CC(=O)N([C@H](C)CO)C[C@H]2C)cc1	4	37
COc1ccc(NC(=O)Nc2cccc3c2O[C@H](CN(C)Cc2ccc4c(c2)OCO4)[C@@H](C)CN([C@@H](C)CO)C3=O)cc1	-14	17
C[C@@H]1CN([C@@H](C)CO)C(=O)c2cc(NC(=O)Cc3ccccc3)ccc2O[C@@H]1CN(C)Cc1ccncc1	3	-31
C[C@H](CO)N1C[C@H](C)[C@H](CN(C)S(=O)(=O)c2cccs2)Oc2ncc(-c3cccc(F)c3)cc2C1=O	.	31
C[C@H]1CN([C@@H](C)CO)C(=O)c2cc(NS(=O)(=O)c3cn(C)cn3)ccc2O[C@H]1CN(C)Cc1ccncc1	9	-9
C[C@H]1CN([C@@H](C)CO)C(=O)c2cc(NS(=O)(=O)c3ccccc3)ccc2O[C@@H]1CN(C)Cc1ccc(-c2ccccc2)cc1	-24	67*
C[C@H]1CN([C@@H](C)CO)C(=O)Cc2cc(NS(=O)(=O)c3ccc(Cl)cc3)ccc2O[C@H]1CN(C)Cc1ccc2c(c1)OCO2	4	0
Cc1noc(C)c1NC(=O)Nc1ccc2c(c1)C(=O)N([C@H](C)CO)C[C@@H](C)[C@H](CN(C)C(=O)Nc1ccc3c(c1)OCO3)O2	-1	-15
COc1ccc(NC(=O)Nc2cccc3c2O[C@@H](CN(C)S(=O)(=O)c2cccs2)[C@@H](C)CN([C@@H](C)CO)C3=O)cc1	3	15
C[C@H](CO)N1C[C@H](C)[C@H](CN(C)C(=O)NC2CCCCC2)Oc2c(NC(=O)Nc3ccc4c(c3)OCO4)cccc2C1=O	2	22
C[C@@H]1CCCCO[C@@H](CN(C)S(=O)(=O)c2cn(C)cn2)[C@@H](C)CN([C@H](C)CO)C(=O)c2cc(NC(=O)C3CCCCC3)ccc2O1	4	-10
C[C@H]1CN([C@@H](C)CO)C(=O)c2cccc(N(C)C)c2O[C@@H]1CN(C)C(=O)Nc1cccc2ccccc12	0	2
Cc1ccc(S(=O)(=O)N(C)C[C@@H]2Oc3ccc(NC(=O)CCN4CCOCC4)cc3CC(=O)N([C@H](C)CO)C[C@H]2C)cc1	3	-7
C[C@@H]1CN([C@H](C)CO)C(=O)Cc2cc(NC(=O)Cn3cnnn3)ccc2O[C@H]1CN(C)S(=O)(=O)c1ccc(Cl)cc1	2	12
C[C@H]1CN([C@@H](C)CO)C(=O)Cc2cc(NC(=O)NC3CCCCC3)ccc2O[C@@H]1CN(C)C(=O)NC1CCCCC1	3	-10
Cc1cc(C(=O)Nc2cccc3c2O[C@H](CN(C)C)[C@@H](C)CN([C@@H](C)CO)C3=O)n(C)n1	4	-1
C[C@H]1CN([C@@H](C)CO)C(=O)CCCn2nncc2CO[C@@H]1CN(C)Cc1ccc2c(c1)OCCN2C	.	31
C[C@H]1CN([C@@H](C)CO)C(=O)Cc2cc(NS(=O)(=O)c3ccc(Cl)cc3)ccc2O[C@@H]1CN(C)Cc1ccc(Oc2ccccc2)cc1	-1	?
COc1ccc(NC(=O)Nc2ccc3c(c2)CC(=O)N([C@@H](C)CO)C[C@H](C)[C@H](CN(C)S(=O)(=O)c2cn(C)cn2)O3)cc1	8	-33
C[C@H](CO)N1C[C@H](C)[C@@H](CN(C)S(=O)(=O)c2cccs2)OCc2cn(nn2)CCCC1=O	.	-17
O=C(O)CCCCCCC(=O)N/N=C/c1cccs1	-2	-10
C[C@@H]1CN([C@@H](C)CO)C(=O)Cc2cc(NS(=O)(=O)c3cccs3)ccc2O[C@@H]1CN(C)CC1CC1	9	7
C[C@H](CO)N1C[C@H](C)[C@H](CN(C)S(=O)(=O)c2ccc(F)cc2)Oc2ccc(NS(=O)(=O)c3cn(C)cn3)cc2CC1=O	0	-19
CC(C)NC(=O)N(C)C[C@@H]1Oc2c(NC(=O)c3cnccn3)cccc2C(=O)N([C@H](C)CO)C[C@@H]1C	7	-11
Cc1ccc(S(=O)(=O)Nc2ccc3c(c2)C(=O)N([C@H](C)CO)C[C@H](C)[C@@H](CN(C)S(C)(=O)=O)OCCCC[C@@H](C)O3)cc1	7	-23
CC(C)NC(=O)N(C)C[C@H]1Oc2ccc(NS(=O)(=O)c3ccc(Cl)cc3)cc2CC(=O)N([C@@H](C)CO)C[C@@H]1C	-3	-25
C[C@@H]1CN([C@@H](C)CO)C(=O)c2cccc(NS(=O)(=O)c3ccccc3)c2O[C@@H]1CN(C)Cc1ccccc1	-3	5
Cc1ccc(S(=O)(=O)N(C)C[C@H]2Oc3ccc(NS(C)(=O)=O)cc3C(=O)N([C@@H](C)CO)C[C@H]2C)cc1	0	2
C[C@@H]1CN([C@H](C)CO)C(=O)CCCn2cc(nn2)CO[C@@H]1CN(C)C(=O)c1ccc2ccn(C)c2c1	.	-12
C[C@H](CO)N1C[C@H](C)[C@@H](CN(C)Cc2ccc(Cl)c(Cl)c2)Oc2ccc(NC(=O)CCC(F)(F)F)cc2C1=O	1	-1
Cc1ccc(S(=O)(=O)N(C)C[C@H]2Oc3c(NC(=O)Nc4cccc5ccccc45)cccc3C(=O)N([C@H](C)CO)C[C@H]2C)cc1	10	39
C[C@@H]1CN([C@H](C)CO)C(=O)Cc2cc(NS(=O)(=O)c3cn(C)cn3)ccc2O[C@@H]1CN(C)Cc1ccc(C(F)(F)F)cc1	0	-15
COc1ccc(S(=O)(=O)Nc2ccc3c(c2)C(=O)N([C@H](C)CO)C[C@H](C)[C@@H](CN(C)C(=O)Nc2c(C)noc2C)OCCCC[C@@H](C)O3)cc1	11	-17
Cc1ccc(S(=O)(=O)Nc2ccc3c(c2)CC(=O)N([C@H](C)CO)C[C@@H](C)[C@@H](CN(C)S(=O)(=O)c2ccc(Cl)cc2)O3)cc1	-10	66*
C[C@@H]1CN([C@@H](C)CO)C(=O)c2cccc(NC(=O)Nc3ccc4c(c3)OCO4)c2O[C@@H]1CN(C)CC1CC1	-5	-53
C[C@@H]1CCCCO[C@@H](CN(C)C)[C@@H](C)CN([C@H](C)CO)C(=O)c2cc(NS(=O)(=O)c3cccs3)ccc2O1	10	-9
C[C@@H]1CN([C@@H](C)CO)C(=O)Cc2cc(NS(C)(=O)=O)ccc2O[C@@H]1CN(C)C(=O)Nc1ccc(C(F)(F)F)cc1	10	-28
C[C@@H]1CN([C@@H](C)CO)C(=O)c2cccc(NS(=O)(=O)c3ccc(Cl)cc3)c2O[C@@H]1CN(C)Cc1ccccc1	-3	-3
COc1ccc(S(=O)(=O)N(C)C[C@H]2Oc3ccc(NC(=O)CCN4CCOCC4)cc3C(=O)N([C@H](C)CO)C[C@@H]2C)cc1	8	-11
C[C@H]1CN([C@@H](C)CO)C(=O)Cc2cc(NC(=O)CCC(F)(F)F)ccc2O[C@@H]1CN(C)S(=O)(=O)c1cn(C)cn1	3	-16
C[C@@H]1CN([C@@H](C)CO)C(=O)c2cc(NC(=O)C3CC3)ccc2O[C@@H]1CN(C)Cc1ccc2c(c1)OCO2	-7	-8
C[C@@H]1CN([C@@H](C)CO)C(=O)c2cccc(NS(=O)(=O)c3cccs3)c2O[C@@H]1CN(C)Cc1ccc2c(c1)OCO2	6	-15
Cc1noc(C)c1S(=O)(=O)Nc1ccc2c(c1)CC(=O)N([C@H](C)CO)C[C@@H](C)[C@@H](CN(C)S(=O)(=O)c1cccs1)O2	2	-4
C[C@@H]1CN([C@@H](C)CO)C(=O)c2cc(NC(=O)CCN3CCOCC3)ccc2O[C@H]1CN(C)S(=O)(=O)c1ccccc1	7	-6
C[C@H](CO)N1C[C@H](C)[C@H](CN(C)C(=O)NC2CCCCC2)Oc2c(NC(=O)Nc3ccc(C(F)(F)F)cc3)cccc2C1=O	-62	46
Later entries
SMILES	INS-1E rescue	T cruzi HTS
COc1ccc(NC(=O)Nc2ccc3c(c2)C(=O)N([C@@H](C)CO)C[C@H](C)[C@@H](CN(C)C(=O)NC(C)C)O3)cc1	7	-20
COc1ccc(NC(=O)Nc2ccc3c(c2)C(=O)N([C@H](C)CO)C[C@H](C)[C@H](CN(C)S(=O)(=O)c2ccc(C)cc2)O3)cc1	-3	-23
COc1ccc(NC(=O)Nc2ccc3c(c2)C(=O)N([C@H](C)CO)C[C@H](C)[C@@H](CN(C)Cc2ccc(C(F)(F)F)cc2)OCCCC[C@@H](C)O3)cc1	-16	63*
Cc1noc(C)c1S(=O)(=O)Nc1ccc2c(c1)C(=O)N([C@H](C)CO)C[C@@H](C)[C@H](CN(C)CC1CC1)O2	-5	21
Cc1noc(C)c1NC(=O)Nc1ccc2c(c1)C(=O)N([C@H](C)CO)C[C@@H](C)[C@@H](CN(C)C)O2	5	-21
Cc1noc(C)c1NC(=O)Nc1ccc2c(c1)C(=O)N([C@@H](C)CO)C[C@@H](C)[C@H](CN(C)Cc1ccc(C(=O)Nc3ccccc3N)cc1)O2	-8	36
COc1ccc(NC(=O)Nc2ccc3c(c2)C(=O)N([C@@H](C)CO)C[C@@H](C)[C@@H](CN(C)S(=O)(=O)c2cn(C)cn2)O3)cc1	6	-15
C[C@@H]1CN([C@@H](C)CO)C(=O)c2cccc(NC(=O)Nc3ccc(C(F)(F)F)cc3)c2O[C@@H]1CN(C)Cc1ccc(-c2ccccc2)cc1	-86	65*
COc1ccc(S(=O)(=O)N(C)C[C@H]2Oc3ccc(NC(=O)CCCCCC(=O)Nc4ccccc4N)cc3C(=O)N([C@@H](C)CO)C[C@@H]2C)cc1	-1	-17
NC(=O)COc1ccc(/C=N/NC(=O)c2ccccc2O)cc1	-19	-8

High-throughput results (PubChem BioAssay)
